Source: PubChem BioAssay (University of Kansas High Throughput Screening Laboratory)
Pf apPOL block – Pf-apPOL DNA polymerase inhibition | AID 1794808 | actives 0.25% (n = 210,000) | Recombinant Pf-apPOL, molecular beacon fluorescence, 1.5 h | inhibition, % at 10 µM
mHTT CaM bind – disrupts binding of mutant huntingtin to calmodulin. AlphaScreen His-mHTT/GST-CaM binding, luminescence. P42858. inhibition, % at 15 µM. actives 3.6% (n = 190,000);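 also: 0% = both proteins with DMSO and 100% = one protein alone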
An asterisk follows results filed as active; nt = no result given. Rule as the data show it: active = inhibition above about 50%; inactive = the rest. Not a hit list; any-hit rate near 3.6%.

1: CCNc1nccc(N2CCC(CC(=O)N(CC)CC)CC2)n1
2: O=C(Nc1ccc(-c2cn3ccsc3n2)cc1)c1cc(=O)c2ccccc2o1
3: COc1ccc(C(=O)Nc2cc(C(=O)Nc3ccccc3)ccc2OC)cc1
4: CNC(=O)C1CN(C(=O)c2ccc(F)c(F)c2)CC12CCCC2 (stereo not drawn)
5: Cc1oc(C2CCN(C(=O)Nc3cccc(F)c3C)CC2)nc1C(=O)N(C)C
6: CC1(C(=O)NCc2cccc(F)c2)CCCN(C(=O)c2ccccc2F)C1 (stereo not drawn)
7: COC1OC(COC(C)=O)C(OC(C)=O)C(C#N)(C#N)C1OC(C)=O (stereo not drawn)
8: CCOc1ccccc1/C=C1/N=C(c2ccc(C)cc2)OC1=O
9: CCCC1c2ccc(C)n2CCN1C(=O)Nc1ccc(F)c(Cl)c1 (stereo not drawn)
10: Cc1sc2c(=O)n(C3CCCC3)cnc2c1C(=O)NCc1ccc(F)cc1

screen / no.,1,2,3,4,5,6,7,8,9,10
Pf apPOL block,-3,5,1,-9,-4,-2,nt,-1,2,2
mHTT CaM bind,4,-8,-3,-5,4,-10,-4,-4,90*,-4

11: COc1ccc(NC(=O)N2CCCC(C)(C(=O)NCc3ccccc3)C2)cc1 (stereo not drawn)
12: COC(=O)C(CC(C)C)NS(=O)(=O)c1ccc(-c2nnc(SC)n2C)s1 (stereo not drawn)
13: COc1ccc(C(=O)Nc2ccc(S(N)(=O)=O)cc2)cc1
14: COc1ccc(-c2csc3c(=O)n(C)cnc23)cc1OC
15: Cc1ccc(-n2c(CN3C(=O)c4ccccc4C3=O)nc3ccccc3c2=O)c(C)c1
16: Cc1noc(-c2ccc(C(C)(C)C)cc2)c1C(=O)NCC1CCCO1 (stereo not drawn)
17: CC1CCCC(C)N1C(=O)COc1ccc(Br)cc1 (stereo not drawn)
18: O=S1(=O)CCC(N=Cc2ccccc2Cl)C1 (stereo not drawn)
19: Cc1cccc(C2CC(=O)c3cnn(-c4nc(C)cc(C)n4)c3C2)c1 (stereo not drawn)
20: CS(=O)(=O)N1CCN(C(=O)c2ccccc2)CC1

screen / no.,11,12,13,14,15,16,17,18,19,20
Pf apPOL block,-12,1,10,-4,-4,-6,-9,-14,1,-8
mHTT CaM bind,-1,nt,2,-7,-1,10,-19,-4,-4,-5

21: COc1ccc2nc(N3CCCC(C(=O)NCCc4ccc(Cl)cc4)C3)[nH]c2c1 (stereo not drawn)
22: COc1ccccc1CNC(=O)CN1CCc2ccccc2C1C(=O)N1CCC(C)CC1 (stereo not drawn)
23: FC(F)Oc1ccc(C2C=C(c3ccc(Cl)cc3)Nc3ncnn32)cc1 (stereo not drawn)
24: COc1ccc(/C=C2\CCC/C(=C\c3ccc(OC)c(OC)c3)C2=O)cc1OC
25: CC1CCN(c2nn(CC(=O)Nc3ccccc3F)c(=O)c3ccccc23)CC1
26: Cc1ccc(-c2ccc(S(=O)(=O)N3CCCC3)cc2)cc1
27: CC(C)CC(=O)N1CCc2c(c(COCc3ccc(Cl)cc3)nn2C)C1
28: CCCCCCn1cc(CN2CC(N3CCN(C4CCN(C)CC4)CC3)CS2(=O)=O)nn1 (stereo not drawn)
29: CN(C)c1ncncc1N1CCC(C(=O)N2CCCC2)CC1
30: Cc1ccc(C)c(S(=O)(=O)NCc2ccc(C(=O)N3CCCCC3C)cc2)c1 (stereo not drawn)

screen / no.,21,22,23,24,25,26,27,28,29,30
Pf apPOL block,2,-6,-4,7,-1,-15,-6,-1,4,-3
mHTT CaM bind,26,9,4,31,4,-9,63*,-4,-5,-9

31: COc1ccc(CNC(=O)Cn2cc(-c3ccc(F)cc3)oc2=O)cc1
32: CC(=O)c1ccc(N(CN2C(=O)c3ccc([N+](=O)[O-])cc3C2=O)C(C)=O)cc1
33: O=C(O)c1ccc(-c2ccc(/C=C3\Sc4ccccc4C3=O)o2)cc1
34: CCCc1nnc(NC(=O)C2CC(=O)N(CCc3c[nH]c4ccc(OC)cc34)C2)s1 (stereo not drawn)
35: CCOc1ccccc1C(=O)Nc1nnc(SC(C)c2ccccc2)s1 (stereo not drawn)
36: Cc1cc(C)cc(S(=O)(=O)N2CCCC(C)(C(=O)NCc3ccccc3C)C2)c1 (stereo not drawn)
37: O=C(c1ccoc1)N1CCC2(C1)NCc1ccccc1NC2=NC1CCCC1 (stereo not drawn)
38: CC(O)CSc1nc2c(c(=O)[nH]c(=O)n2C)n1C(C)C (stereo not drawn)
39: COc1ccc(C2NC(=O)NC(C)=C2C(=O)Nc2cccc(C)c2C)cc1OC (stereo not drawn)
40: O=C(Cc1cccs1)NC1CCN(c2nnc3ccc(Cl)cn23)CC1

screen / no.,31,32,33,34,35,36,37,38,39,40
Pf apPOL block,-2,1,-5,0,-4,-3,-5,-2,5,0
mHTT CaM bind,-4,-2,19,18,-19,6,17,-6,-2,0

41: Cc1ccc(F)cc1NS(=O)(=O)c1cc2n(c1)CCCN(C)C2=O
42: COCC(=O)Nc1ccc(OCc2ccccc2)cc1
43: COc1ccccc1C(NC(C)=O)c1ccc2cccnc2c1O (stereo not drawn)
44: Cc1cccc(-n2nnc(C(=O)NCc3ccccn3)c2N)c1
45: O=C(O)c1n[nH]c([N+](=O)[O-])c1Cl
46: Cc1ccc(NC(=O)C2CCCC2)c(Br)c1
47: CCOCCCNC(=O)C1CCN(c2cc(C)c3cc(NC(C)=O)ccc3n2)CC1
48: CN=C1S/C(=C/c2ccc(OCc3ccccc3F)cc2)C(=O)N1C
49: CCc1ccc(Sc2cc(C(=O)NCCCOC)c3ccccc3n2)cc1
50: O=C(NCc1cccs1)C(=O)Nc1ccccc1

screen / no.,41,42,43,44,45,46,47,48,49,50
Pf apPOL block,-2,-5,0,-3,nt,9,-3,0,-15,-16
mHTT CaM bind,2,-4,100*,4,0,-5,-3,2,-7,-8

51: O=C(Cc1cccs1)N1CCC(Oc2nc3ccc(F)cc3s2)CC1
52: CN(C)CCNC(=O)c1cc(Sc2cccc(Cl)c2)nc2ccccc12
53: CCCN1C(=O)COc2ccc(-c3noc(-c4cccc(F)c4)n3)cc21
54: Cc1ccccc1NC(=O)C(C)n1ccc2c(C)nn(C)c2c1=O (stereo not drawn)
55: C1=CC2CC1CC2CN1CCN(Cc2ccco2)CC1 (stereo not drawn)
56: CCN1C(=O)c2cccnc2Sc2cc(NC(=O)c3cccc(C)c3)ccc21
57: Cc1ccc2ccc(C(Nc3ccccn3)c3ccc(O)cc3)c(O)c2n1 (stereo not drawn)
58: CC1CN(C(=O)C2CCCC2)CC1c1nc(-c2ccccc2)no1 (stereo not drawn)
59: CC1(C)OC2OC(C(=O)Nc3ccc(Cl)cc3)C3OC(C)(C)OC3C2O1 (stereo not drawn)
60: Cc1cccc(NC(=O)N2CCCC2c2ccc(F)cc2)c1C (stereo not drawn)

screen / no.,51,52,53,54,55,56,57,58,59,60
Pf apPOL block,-16,-10,5,1,-13,-7,2,-3,0,-4
mHTT CaM bind,16,17,-2,-5,-3,14,93*,3,1,-1

Pulled by compound from above, 5 records:
54: Cc1ccccc1NC(=O)C(C)n1ccc2c(C)nn(C)c2c1=O (stereo not drawn)
60: Cc1cccc(NC(=O)N2CCCC2c2ccc(F)cc2)c1C (stereo not drawn)
56: CCN1C(=O)c2cccnc2Sc2cc(NC(=O)c3cccc(C)c3)ccc21
53: CCCN1C(=O)COc2ccc(-c3noc(-c4cccc(F)c4)n3)cc21
57: Cc1ccc2ccc(C(Nc3ccccn3)c3ccc(O)cc3)c(O)c2n1 (stereo not drawn)

screen / no.,54,60,56,53,57
Pf apPOL block,1,-4,-7,5,2
mHTT CaM bind,-5,-1,14,-2,93*

Later entries
61: ONC=Nc1nnc(Cc2ccc(F)cc2)s1
62: O=C(c1cccc([N+](=O)[O-])c1)N(CCCN1CCOCC1)c1nc2c(F)cccc2s1
63: O=C(C=Cc1ccc([N+](=O)[O-])cc1)c1ccc2ccccc2c1
64: CC1CCn2c(nc3cc(C(=O)NCc4cccs4)ccc32)C1 (stereo not drawn)
65: COc1cccc(-c2coc3c2c(C)cc2oc(=O)c4c(c23)CCC4)c1
66: O=C(O)CCC(=O)Nc1ccccc1Cl
67: Brc1ccc2c(c1)C1Oc3ccc(Br)cc3C(O2)O1
68: CC1C(=O)N(Cc2cn(Cc3ccco3)nn2)CCS(=O)(=O)N1Cc1ccc(-c2ccc(F)nc2)cc1 (stereo not drawn)
69: COc1cc(NC(=O)c2cc([N+](=O)[O-])ccc2N2CCCCCC2)c2ncccc2c1
70: O=C(c1cnccn1)N1CCN(Cc2csc(-c3ccccc3)n2)CC1

screen / no.,61,62,63,64,65,66,67,68,69,70
Pf apPOL block,-123,-3,-2,2,8,-1,nt,1,0,-4
mHTT CaM bind,nt,24,17,-5,-2,-6,-28,25,3,-8

71: CCN1CCc2ncnc(SCC(=O)Nc3ccc(Br)cc3)c2C1
72: CCOc1ccccc1C(=O)N1CCC(c2cnn(-c3cccc(F)c3)c2)CC1
73: Cc1cc(C)nc(SCC(=O)Nc2ccc(Cl)cc2)n1
74: COCCN1CCC(N2CCCN(C(=O)Nc3cc(Cl)ccc3OC)CC2)C1=O (stereo not drawn)
75: O=C(COc1ccccc1Cl)Nc1cccc(NC(=O)c2ccccc2)c1
76: COc1ccc(-c2noc(CCC(=O)NC3CCCC(C)C3C)n2)cc1 (stereo not drawn)
77: CCn1c(C2CCN(S(=O)(=O)c3ccc(Br)cc3)C2)nc2cccnc21 (stereo not drawn)
78: CSc1nc(N)n2nc(C(C)(C)C)cc2n1
79: Cc1csc(-c2coc3c(C)c(O)c(CN4CCN(CCO)CC4)cc3c2=O)n1
80: COc1ccccc1NC(=O)NCC(O)c1cccs1 (stereo not drawn)

screen / no.,71,72,73,74,75,76,77,78,79,80
Pf apPOL block,-12,-3,4,0,0,-8,0,-16,0,0
mHTT CaM bind,17,11,-2,8,-5,-6,-1,nt,-3,-16

81: COCc1c(C(=O)O)nnn1-c1cc(C)ccc1F
82: COc1cc(CNC2CCCc3ccccc32)cc(OC)c1O (stereo not drawn)
83: Cn1nc(-c2nc(Cc3ccccc3)no2)c2c1CCN(C(=O)c1cc(F)ccc1F)C2
84: Cc1ccc(F)c(NS(=O)(=O)c2cc3c(s2)CCN(C(=O)C2CCC2)C3)c1
85: O=C(NCc1ccco1)C1c2ccccc2CCN1C(=O)C1CC1 (stereo not drawn)
86: O=C(NC1CC1)c1cc(Sc2ccc(F)cc2)nc2ccccc12
87: CC(=O)Nc1c2c(nn1C(C)(C)C)CS(=O)(=O)C2
88: Cc1cc(C(=O)NNC(=O)Cc2ccccc2F)nn1C(C)(C)C
89: CCC(C)N1CCN(Cc2cccn2C)CC1 (stereo not drawn)
90: COc1c(C(=O)Nc2ccc3c(c2)OCO3)sc2ccc(Cl)cc12

screen / no.,81,82,83,84,85,86,87,88,89,90
Pf apPOL block,-3,0,-3,-5,-2,0,1,8,6,1
mHTT CaM bind,-4,0,-6,6,-6,-1,4,nt,6,14

91: CCOc1ccccc1/C=C1\N=C(c2c(-c3ccccc3)noc2C)OC1=O
92: CC(C)c1ccc(NC(=O)CCN2C(=O)c3ccncc3C2=O)cc1
93: O=C(CCn1nnc2ccccc2c1=O)N1CCN(c2ccc(F)cc2)CC1
94: COCCc1noc(COC2CCCN(C(=O)c3cc(C)[nH]n3)C2)n1 (stereo not drawn)
95: O=C1NC(c2ccccc2F)C(=C(O)c2ccc(Br)cc2)C1=O (stereo not drawn)
96: Cc1ccc(/C=C(\C#N)c2nc(-c3ccc(C)cc3)cs2)cc1
97: CCC(=O)N1CCN(c2cccc(Cl)c2)C(=O)C1C (stereo not drawn)
98: O=C(NCCN1CCN(c2ccccc2F)CC1)c1ccco1
99: O=C(CC1CCN(C(=O)c2ccccc2)CC1)NCc1ccccc1F
100: Cc1ccc(/C=C/C(=O)Nc2cc3cc([N+](=O)[O-])ccc3oc2=O)cc1

screen / no.,91,92,93,94,95,96,97,98,99,100
Pf apPOL block,37,-1,3,-4,-1,-2,-8,3,7,0
mHTT CaM bind,3,6,12,-3,-7,-68,20,-4,-4,3

101: COc1ccc(OCCC(=O)c2ccc(OC)c(OC)c2)cc1
102: O=C(Cc1ccc(F)cc1)NCc1cccnc1-c1ccccc1
103: Cc1ccc(C(=O)N2CC3CC2CC3NS(C)(=O)=O)s1 (stereo not drawn)
104: CCc1ccc(NC(=O)N2CCCC2c2ccc(F)cc2)cc1 (stereo not drawn)
105: COc1ccc(-c2ccccc2)cc1NCc1cc(OC)c(O)c([N+](=O)[O-])c1
106: Cc1cc2nc(C(=O)Nc3ccc(F)c(C)c3)cc(C)n2n1

screen / no.,101,102,103,104,105,106
Pf apPOL block,-2,-13,2,3,3,-5
mHTT CaM bind,0,-6,1,-10,66*,-3
